# Screening data (PubChem BioAssay)
# Polio RdRp inh: poliovirus RNA polymerase inhibition; P03300; poliovirus polymerase elongation, fluorescence polarization; stronger effect = lower value; % elongation, % (compound at 16.7 µg/mL); 150,000 compounds, 0.66% hits; in the data active means % elongation below about 90%; further: some results filed as inactive read as strong as hits
# Target sequence (P03300 1749-2209 limits assumed): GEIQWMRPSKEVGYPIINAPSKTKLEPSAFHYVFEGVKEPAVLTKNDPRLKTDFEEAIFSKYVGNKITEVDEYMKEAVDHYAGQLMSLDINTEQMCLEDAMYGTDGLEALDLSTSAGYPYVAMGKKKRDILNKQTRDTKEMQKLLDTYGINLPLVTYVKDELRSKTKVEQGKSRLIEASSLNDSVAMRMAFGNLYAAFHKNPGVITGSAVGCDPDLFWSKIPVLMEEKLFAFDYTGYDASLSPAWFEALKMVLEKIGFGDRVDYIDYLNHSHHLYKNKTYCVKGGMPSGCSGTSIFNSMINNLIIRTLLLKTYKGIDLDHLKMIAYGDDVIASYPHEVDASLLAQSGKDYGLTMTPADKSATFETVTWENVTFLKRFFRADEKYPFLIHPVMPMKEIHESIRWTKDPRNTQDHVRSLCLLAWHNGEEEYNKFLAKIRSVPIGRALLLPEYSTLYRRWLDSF
# Polio RdRp inh FP z-score: second read-out of Polio RdRp inh, no call of its own (marks repeat the call); z-score; measured here: FP z-score; hits read low
# * marks the source's active call; other numbers are inactive results; & = joins results of further samples. Only part of the results is shown; count on the stated rates, not on these rows.
compound,Polio RdRp inh,Polio RdRp inh FP z-score
CCOC(=O)C1CCN(S(=O)(=O)c2ccc3c(c2)NC(=O)C(C)C(=O)N3)CC1 (stereo not given),108.0,-0.1
CC/C=C\C/C=C\C/C=C\C/C=C\C/C=C\CCCC(=O)O,98.0&99.0,-1.1&-0.2
FC(F)(F)COc1nc(N2CCCCC2)nc(N2CCN(c3ccccc3)CC2)n1,102.0,0.1
O=C(CSc1ccccc1)c1ccccc1Br,96.0,-2.3
Cc1ccc(S(=O)(=O)c2nc(C(C)(C)C)oc2NCc2ccccc2)cc1,102.0,0.5
Cc1nc2ccc(Cl)cc2cc1C(=O)O,103.0,0.7
CCc1ccccc1NC(=S)N(Cc1cccc(C)c1)c1cccnc1,101.0,-0.2
CC1=CC(C)C2(COC(CN3CCCCC3)OC2)C(C)C1 (stereo not given),103.0,0.5
COc1ccc2[nH]cc(NC(=O)NCc3ccncc3)c(=O)c2c1,104.0,0.4
CCOc1ccc(C(=O)Nc2ccc(-c3cc4ccccc4oc3=O)cc2)cc1Br,103.0,0.1
CCOC(=O)C1CCCN(S(=O)(=O)c2ccccc2)C1 (stereo not given),103.0,-0.2
C[C@]12C[C@H](O)[C@@H]3c4ccc(O)cc4CCC3[C@@H]1CCC2=O (stereo not given in full),104.0,0.7
COc1cc(OC)cc(C2C(C#N)=C(N)OC(N)=C2C#N)c1,44.0,-4.9
CCC(=O)N1CCc2cc(Br)cc(S(=O)(=O)N3CCCC(C(=O)Nc4ccc(OC)cc4OC)C3)c21 (stereo not given),106.0,0
COC(=O)c1c(NC(=O)/C=C/c2cccs2)sc2c1CCCC2,103.0,0.2
Cc1cc(=O)[nH]c(N/N=C/C=C/c2ccccc2)n1,102.0,0
CC[N+](C)(C)Cc1ccccc1Br,101.0,0.2
CCc1ccccc1NC(=O)CSc1nccn1C,101.0,-1.1
CCOC(=O)c1cc(NC(=O)N(C(C)C)C(C)C)c(C)nc1C,101.0,0.1
Cc1nn(-c2ccc(F)cc2)c(-n2cccc2)c1C(=O)N1CCN(c2ccccc2)CC1,107.0,-0.2
CCCN1CCN(c2nnc(-n3cccc3C(=O)Nc3ccccc3C(F)(F)F)s2)CC1,112.0,1
Cc1oc(-c2ccc(C(=O)NC3CCCC3)cc2)nc1CS(=O)c1ccccc1 (stereo not given),104.0,0.9
CN1CCCN(C(=O)c2cc(=O)c3ccccc3o2)CC1,93.0,-1
Nc1ccc(S(=O)(=O)NC2CCCCC2)cc1,104.0,0.1
O=C1O[C@@H]2C[C@H]3C[C@@H]2[C@@H]1[C@H]3C(=O)N1CCCCC1,100.0,-0.6
COc1nc(N=C(N)N)nc2ccc(C)cc12,99.0,-0.2
CCCCn1c2ccccc2c2nnc(SCCN3CCOCC3)nc21,100.0,-0.4
Nc1c(C(=O)Nc2ccccc2Cl)nnn1Cc1cccc(Cl)c1,108.0,0.9
COc1ccc(NC(=O)c2c(NCc3cccs3)sc3c2CCC(C)C3)c(OC)c1 (stereo not given),108.0,0.4
O=C(CCC1COc2ccccc2O1)N1CCCC1 (stereo not given),101.0,0.4
CC(=O)O[C@H]1C[C@H](O[C@H]2[C@@H](O)C[C@H](O[C@H]3[C@@H](O)C[C@H](O[C@H]4CC[C@@]5(C)C(CCC6C5C[C@@H](O)[C@]5(C)[C@@H](C7=CC(=O)OC7)CC[C@]65O)C4)O[C@@H]3C)O[C@@H]2C)O[C@H](C)[C@H]1O[C@@H]1O[C@H](CO)[C@@H](O)[C@H](O)[C@H]1O (stereo not given in full),99.0,-0.2
CCN1C(=O)C(C(O)c2cc(OC)ccc2OC)SC1=Nc1ccc(C(=O)OC)cc1 (stereo not given),103.0,0.4
O=C(CN1CCN(S(=O)(=O)/C=C/c2ccccc2)CC1)NCC(F)(F)F,102.0,-0.1
Cc1cc(=O)[nH]c(SCC(=O)N2CCN(S(=O)(=O)c3ccccc3)C2)n1,100.0,-0.1
Clc1ccc(-c2cc(-c3ccccc3)n[nH]2)cc1,102.0,-0.2
O=C(COc1nc2ccccc2nc1N1CCOCC1)N1CCc2ccccc21,112.0,1.2
COc1ccc(-c2cc(C(=O)Nc3cc(C)ccc3O)no2)cc1OC,107.0,0.5
CCN1CCN(c2ccc(NC(=O)CCc3c(C)nc4cc(-c5ccc(OC)cc5OC)nn4c3C)cc2)CC1,100.0,-0.5
COC(=O)Cn1cnc2ccccc2c1=O,105.0,0.2
Cc1cc(C(=O)O)c2c(=O)n(C)c(=O)n(C)c2n1,106.0,-0.3

# Quoted at random: 3 records from the list
compound,Polio RdRp inh,Polio RdRp inh FP z-score
CCCN1CCN(c2nnc(-n3cccc3C(=O)Nc3ccccc3C(F)(F)F)s2)CC1,112.0,1
CC(=O)O[C@H]1C[C@H](O[C@H]2[C@@H](O)C[C@H](O[C@H]3[C@@H](O)C[C@H](O[C@H]4CC[C@@]5(C)C(CCC6C5C[C@@H](O)[C@]5(C)[C@@H](C7=CC(=O)OC7)CC[C@]65O)C4)O[C@@H]3C)O[C@@H]2C)O[C@H](C)[C@H]1O[C@@H]1O[C@H](CO)[C@@H](O)[C@H](O)[C@H]1O (stereo not given in full),99.0,-0.2
CCCCn1c2ccccc2c2nnc(SCCN3CCOCC3)nc21,100.0,-0.4

# Additional results follow:
compound,Polio RdRp inh,Polio RdRp inh FP z-score
COC(=O)c1nnn(-c2nonc2N)c1CN(C)C,102.0,0.9
CCOc1ccccc1C1NC(=S)NC(c2ccccc2OCC)C12C(=O)NC(=O)NC2=O (stereo not given),102.0,0.3
COc1cccc(CNC(=O)c2ccc(-c3nc(CS(=O)c4ccccc4)c(C)o3)cc2)c1 (stereo not given),111.0,0.6
C=CCN(C(=O)CSc1nc2c(c(=O)[nH]1)CCC2)c1ccccc1,101.0,0
Cc1cccc(CNC(=O)C2CCN(c3nnc(-n4c(C)ccc4C)s3)CC2)c1,106.0,-0.5
COc1ccc(-n2c(SCC(=O)NCCC3=CCCCC3)nc3n[nH]c(C)c3c2=N)cc1,100.0,-0.2
CCOc1ccc(-c2cc(OC)c3c(C)oc(C)c3c(=O)c2)cc1,104.0,0.5
O=c1c2cc3c(cc2[nH]c(=S)n1CCc1ccccc1Cl)OCO3,103.0,0.3
O=C(COc1ccc(Cl)cc1Cl)NCCCN1CCOCC1,104.0,0.7
Cc1nc(Cc2nnc(SCc3cc(=O)oc4cc(C)c(C)cc34)o2)cs1,-2.0*,-9.4*
Cc1cc(N/C=C(\C#N)C(=O)c2ccc(Cl)cc2)no1,105.0,0.8
CCC(C)(C)NC(=O)c1cccc(F)c1,101.0,0.1
C=Cc1ccc2c(ccn2C(C)=O)c1,101.0,-0.1
CCc1ccc(OC)c(S(=O)(=O)n2ccnc2)c1,103.0,0.2
Cc1[nH]c(=S)[nH]c(=O)c1CC(=O)O,104.0,0.5
O=c1oc2cc(OCc3ccc(C(F)(F)F)cc3)ccc2cc1-c1ccccn1,101.0,-0.5
Cc1cccc(N2CCN(S(=O)(=O)c3c(C)[nH]c(=O)[nH]c3=O)CC2)c1C,108.0,0.7
Cc1nn(CC(=O)N2CCN(c3ccc(Cl)cc3)CC2)c(=O)c2cccn12,109.0,0
O=S(=O)(c1cccs1)N(Cc1ccccc1)S(=O)(=O)c1ccccc1F,96.0,-0.3
Cc1ccc(C)c(N2CCN(CCCNc3ncnc4onc(-c5ccc(Cl)cc5)c34)CC2)c1,100.0,-0.3
COc1ccc(/C=C2\SC(=N)N(c3ccc(OC)cc3)C2=O)cc1,99.0,-0.8
O=S(=O)(NCCC1=CCCCC1)c1ccc(Cl)cc1,103.0,0.3
CN1C(=C(C#N)C#N)N(N)c2ccccc21,101.0,0.5
CO/C(=C\c1cccc(O)c1)C(=O)Nc1ccc2ccccc2n1,102.0,-0.3
CC[n+]1c(/C=C2/C=C(C)CC(C)C2)sc2ccccc21 (stereo not given),100.0,-0.3
COC(=O)C(Cc1c[nH]c2ccccc12)NC(C)=O (stereo not given),99.0,-0.8
CC(C)(C)CC(=O)NC(=S)NC1CCCCC1,99.0,-0.7
Cc1cc2c(cc3c(=O)n(CC(=O)NCCCN4CC(C)CC(C)C4)ncn32)s1 (stereo not given),102.0,-0.5
Cc1cc(C)nc(SCc2ccccc2F)n1,103.0,1.1
Cc1ccccc1-c1noc(-c2cc(-c3ccc(F)cc3)n[nH]2)n1,110.0,0.7
CCN1CCCC1CNC(=O)C1c2ccccc2C(=O)N(CCOC)C1c1c[nH]c2ccccc12 (stereo not given),103.0,0.4
COc1ccc(NC(=O)c2[nH]nc3c2CSc2ccccc2-3)c(OC)c1,105.0,-0.3
Nc1nonc1-n1nnc(C(=O)N2CCCC2)c1-c1ccccc1,104.0,0.2
NC(Cn1ccc(=O)c(O)c1)C(=O)O (stereo not given),99.0&101.0,-0.1&0.3
Nc1cc(C(F)(F)F)ccc1C(F)(F)F,103.0,0.2
Cc1noc(C)c1C(=O)O/N=C1\CCSc2ccc(F)cc21,104.0,0.8
CCOc1ccc(C(=O)N2CC(C)CC(C)C2)cc1 (stereo not given),100.0,-0.7
Cc1ccc2c(CSc3nnc4ccccn34)cc(=O)oc2c1,96.0,-0.8
COc1ccc(NC(=O)c2oc3ccccc3c2NC(=O)c2cccc(F)c2)c(OC)c1,104.0,0
CC(=O)Nc1ccc(N2CCN(Cc3ccccc3)CC2)cc1,101.0,0.1
Cn1c(O)c(C=NCc2ccc3c(c2)OCO3)c(=O)n(C)c1=S,115.0,1.2
CCOc1ccc(-c2nonc2NC(=O)c2ccccc2C)cc1,112.0,1.5
Cc1cn(S(=O)(=O)c2csc(Cl)c2Br)nc1-c1cccs1,103.0,0.4
CN1C(=O)C(=Cc2cn(CC(=O)N3CCCC3)c3ccccc23)C(=O)N(C)C1=O,99.0,-0.3
CCOC(=O)c1cnc2c(Cl)cccc2c1Cl,105.0,0.2
C=CCN1C(=O)/C(=C/c2ccc3ccccc3n2)S/C1=N/S(=O)(=O)c1ccc(C)cc1,102.0,0.1
Cc1nc2ccc(S(=O)(=O)NCC(=O)Nc3ccc(C)c(Cl)c3)cc2s1,108.0,0.3
Nc1cc(C(=O)O)ccc1Sc1ccccc1C(=O)O,91.0,-4.2
CCn1c(SCC(=O)Nc2nc(-c3ccccc3)c(-c3ccccc3)o2)nc2ccccc2c1=O,99.0,-0.2
CCC1CN(C(=O)N2CCC(C(=O)NCc3cccc(C)c3)CC2)c2ccccc2O1 (stereo not given),106.0,-0.1
COc1ccc(N2CC(C(=O)Nc3ccc(S(=O)(=O)N4CCCC4)cc3)CC2=O)cc1 (stereo not given),104.0,0.8
Cc1ccc(CNC(=O)CSC2=Nc3ccccc3C3=NC(C)C(=O)N23)cc1 (stereo not given),94.0,-2
CCCCNC(=O)C1CCC(Cn2c(=O)c3sccc3n(Cc3ccccc3)c2=O)CC1 (stereo not given),100.0,-1.4
CC1(C)CC(=O)c2cc(C#N)c(=O)n(-c3ccccc3)c2C1,101.0,-0.2
NC(=O)C12CCCC(CCC1)C2,102.0,0.2
CCOCCCn1c(=N)c(C(=O)NC2CCCCC2)cc2c(=O)n3ccccc3nc21,111.0,0
COc1ccc(NC(=O)CCCn2nc(C)c3sc4ccccc4c3c2=O)cc1,114.0,0.4
C[C@]12CC[C@H](O)C[C@@H]1CC[C@@H]1[C@@H]2CC[C@]2(C)C(=O)CC[C@@H]12,101.0,0.1
Cc1noc(/C=C/N(C)C)c1S(=O)(=O)NC1CCCCC1,100.0,-0.5
CC(C)C1C(=O)NN(c2ccccc2)C1=S (stereo not given),101.0,-0.1

# No new results follow: entries from further up.
compound,Polio RdRp inh,Polio RdRp inh FP z-score
Nc1cc(C(=O)O)ccc1Sc1ccccc1C(=O)O,91.0,-4.2
CCn1c(SCC(=O)Nc2nc(-c3ccccc3)c(-c3ccccc3)o2)nc2ccccc2c1=O,99.0,-0.2
CCC1CN(C(=O)N2CCC(C(=O)NCc3cccc(C)c3)CC2)c2ccccc2O1 (stereo not given),106.0,-0.1

# Other records.
compound,Polio RdRp inh,Polio RdRp inh FP z-score
CCOc1ccc(NC(=O)CCNS(=O)(=O)c2ccc3c(c2)oc(=O)n3C)cc1,102.0,-0.7
COc1ccccc1-c1nn(CCC(=O)NCCc2ccc(Cl)cc2)c2nc(C)cc(C)c12,99.0,-1.9
COc1cc(OC)cc(-c2nc(NC(=O)c3cccc(N4C(=O)NC5CC4(C)Oc4ccccc45)c3)n[nH]2)c1 (stereo not given),97.0,-1
CN1C(=S)NNC(=O)c2cc(Cl)ccc21,103.0,0.4
Cc1ccc2nc(N3CCN(c4cccc(C)c4C)CC3)c3nnnn3c2c1,114.0,2.2
COC(=O)CNS(=O)(=O)c1ccc(Oc2ccc(S(=O)(=O)NCC(=O)OC)cc2)cc1,99.0,-1
O=C(O)CC(CP(c1ccccc1)c1ccccc1)C(=O)O (stereo not given),101.0,0.2
COc1ccc(OCc2ccc(-c3nc(C#N)c(N4CCN(c5cccc(Cl)c5)CC4)o3)o2)cc1,110.0,0.9
CCOC(=O)C1CCN(C(=O)C2CCN(C3=NS(=O)(=O)C(c4ccc(C)cc4)=C3CC)CC2)CC1,115.0,1.2
O=C(NCc1ccccc1)c1ccc(NC(=O)N2CC3CCCN3c3ccccc32)cc1 (stereo not given),108.0,0.4
Cn1nc(C(C)(C)C)cc1C(=O)Nc1ccc(C(C)(C)C)cc1,104.0,0.7
Nc1cc(C(=O)O)cc(C(=O)O)c1,94.0,-1.6
Cc1c(C(=O)N2CCCC2)c(S(=O)(=O)N(C)Cc2ccccc2)c(C)n1C,101.0,0.1
Cc1ccc(S(=O)(=O)N2CCC(C#N)=C(O)c3ccccc32)cc1,99.0,-0.1
COc1cccc(CNC(=O)Cn2ncc3c4ccccc4n(C)c3c2=O)c1,112.0,0.4
CC(C)C(=O)Nc1sc2c(c1C(N)=O)CCCC2,103.0,0.4
